Screening results (PubChem BioAssay)
LAP4-GFP MLPCN = modulators of TOR pathway LAP4-GFP in S. cerevisiae | S. cerevisiae LAP4-GFP multiplex, flow cytometry GFP, 3 h; median GFP as percent of DMSO wells | 320,000 compounds, 0.34% hits | GFP response vs DMSO, % at 10 µM | AID 2023;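 active = GFP response vs DMSO above a set limit, about the screen mean plus 3 SD, cut at about 150% in these data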
RPL19A-GFP yeast = modulators of TOR pathway RPL19A-GFP in S. cerevisiae | S. cerevisiae RPL19A-GFP strain, flow cytometry, 3 h; active compounds read low | percent response vs DMSO, % at 10 µM | 330,000 compounds, 0.3% hits | AID 2025;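 active = percent response vs DMSO below 50%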;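 note: median channel GFP fluorescence of the barcoded RPL19A-GFP strain; ratio of sample median GFP to plate DMSO average so 100% = DMSO; lower means less RPL19A-GFP as with rapamycin TOR inhibition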
JMJD2C inh = human JMJD2C demethylase inhibition; GST-JMJD2C(1-420) H3K9me3 demethylation, DELFIA europium; 330,000 compounds, 0.069% hits; inhibition, % at 2.35 µM; Q9H3R0;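 active = more than half of a compound's replicate wells show inhibition beyond 50%, single wells judged on their own value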;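 note: signal counts dimethyl H3K9 product captured on neutravidin plate; 0% = median of DMSO wells and 100% = 0.3 times that DMSO median; strong numbers were not always called active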
Target sequence (Q9H3R0 1-420 limits assumed): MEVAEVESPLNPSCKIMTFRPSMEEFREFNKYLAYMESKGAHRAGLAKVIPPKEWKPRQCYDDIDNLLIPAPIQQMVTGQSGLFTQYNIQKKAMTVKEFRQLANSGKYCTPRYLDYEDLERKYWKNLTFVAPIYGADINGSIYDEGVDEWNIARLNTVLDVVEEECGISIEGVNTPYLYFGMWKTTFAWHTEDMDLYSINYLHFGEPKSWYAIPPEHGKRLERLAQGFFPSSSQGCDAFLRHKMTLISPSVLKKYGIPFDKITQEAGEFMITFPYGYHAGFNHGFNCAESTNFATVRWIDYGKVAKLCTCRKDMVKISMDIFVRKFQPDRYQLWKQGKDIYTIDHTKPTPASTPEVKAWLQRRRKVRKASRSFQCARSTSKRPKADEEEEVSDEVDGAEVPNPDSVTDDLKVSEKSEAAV
AHR act = human AHR activation. AHR-responsive luciferase reporter cells, luminescence. activation, % at 5 µM. 320,000 compounds, 2.5% hits. AID 2796; in the data active = activation above about 47%;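 note: 0% = vehicle wells and 100% = reference agonist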
procasp3 activ = activators of human procaspase-3; 330,000 compounds, 0.11% hits; activation, % at 8.5 µM; recombinant procaspase-3 D3A, Ac-DEVD-pNA absorbance 405 nm; P42574;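 active = activation above the mean of all tested compounds plus 3 SD, cut at about 21% in these data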;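 note: 0% = DMSO alone and 100% = DMSO wells spiked with extra 5 µM PC-3 D3A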
Target sequence (P42574 whole entry D9A/D28A/D175A): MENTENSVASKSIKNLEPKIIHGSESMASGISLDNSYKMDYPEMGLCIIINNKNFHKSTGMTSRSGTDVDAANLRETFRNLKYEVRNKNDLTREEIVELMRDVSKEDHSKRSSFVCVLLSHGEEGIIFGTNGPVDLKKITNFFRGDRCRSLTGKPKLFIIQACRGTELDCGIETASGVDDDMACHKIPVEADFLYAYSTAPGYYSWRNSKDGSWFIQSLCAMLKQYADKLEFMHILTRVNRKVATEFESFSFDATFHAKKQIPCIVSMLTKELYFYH
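Assay system: Autoprocessing-dead procaspase-3 D3A mutant enzyme; also added: Ac-DEVD-pNA; doses: one concentration, 8.5 µM nominal, 0.8% DMSO; times: 1 h compound preincubation, 2 h substrate hydrolysis at 25 °C; technique: 405 nm absorbance of p-nitroaniline, reads at 0 and 120 min; measure: % activation between DMSO and enzyme-spiked controls; repeats: single replicate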
CR mimetic SO = yeast age-related superoxide inhibition as caloric restriction mimetic; 330,000 compounds, 0.18% hits; S. cerevisiae aged cells, superoxide DHE fluorescence; active compounds read low; superoxide response (% of plate mean), % at 10 µM; AID 2690;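 active = superoxide response under a set limit, about three screen SD below normal, cut at about 65% in these data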;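 note: yeast aged for seven days with compound at 30 °C before DHE staining; 100% = average MFI of all compound-treated wells on the plate with controls excluded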
procasp7 counter = counter-screen for procaspase-3 activators: activators of human procaspase-7; recombinant procaspase-7, Ac-DEVD-pNA absorbance 405 nm; D23A/D198A/D206A triple mutant, cannot self-cleave; scale: DMSO 0, 5 µM enzyme 100; P55210; 330,000 compounds, 0.093% hits; activation, % at 8.5 µM;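 active = percent activation above the screen-wide mean plus 3 SD, cut at about 25% in these data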
Target sequence (P55210 whole entry D23A/D198A/D206A): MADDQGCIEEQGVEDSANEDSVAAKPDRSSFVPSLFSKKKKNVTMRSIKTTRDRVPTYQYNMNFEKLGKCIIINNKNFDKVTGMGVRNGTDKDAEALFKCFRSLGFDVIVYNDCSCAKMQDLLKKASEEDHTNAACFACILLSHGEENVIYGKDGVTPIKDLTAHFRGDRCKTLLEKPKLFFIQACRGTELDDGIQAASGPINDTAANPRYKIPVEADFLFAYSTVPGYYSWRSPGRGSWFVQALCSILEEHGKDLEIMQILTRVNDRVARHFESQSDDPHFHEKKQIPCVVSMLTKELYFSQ
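Material: Procaspase-7 triple mutant (PC-7 D3A) | Quantity: 2 µM procaspase-7 mutant as dispensed | Reagent: DEVD-pNA substrate | Times: 1 h preincubation, 2 h reaction | Technique: 405 nm absorbance of p-nitroaniline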
MEP2 TOR yeast = modulators of TOR pathway MEP2-GFP in S. cerevisiae; S. cerevisiae MEP2-GFP strain, flow cytometry GFP, 3 h; 100% = DMSO control level; GFP response vs DMSO, % at 10 µM; 330,000 compounds, 0.51% hits;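 active = GFP response versus DMSO above a set limit, roughly screen mean plus 3 SD, cut at about 180% in these data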;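 note: median GFP fluorescence of the barcode-gated MEP2-GFP cells per well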
Numbers without * were called inactive; i = inactive; . = not tested or not shown; & = joins results of further samples.

Start of the listing, in advance (6 entries):
SMILES	LAP4-GFP MLPCN	RPL19A-GFP yeast	JMJD2C inh	AHR act	procasp3 activ	CR mimetic SO	procasp7 counter	MEP2 TOR yeast
CC(C)n1c(=S)[nH]c2cc(Cl)ccc21	113	102	0	1	-5	80	-9	101
CN(C)C/C(Cl)=C(\Cl)c1ccccc1	140	101	11	-1	-6	92	-1	100
FC(F)(F)c1cccc(Cc2noc(CN3CCSCC3)n2)c1	102	99	-3	2	10	101	1	96
O=C(OCCc1cc2ccccc2c(=O)o1)c1cccs1	108	70	-3	0	0	87	3	118
COc1cccc(C(=O)NC(=S)Nc2ccc(N(C)C)cc2)c1	98	90	-2	1	-6	114	-19	95
COc1ccc(C2c3c(noc3C)CC(C)(O)C2C(C)=O)cc1 (stereo not given)	110	99	10	0	-1	110	2	124

Main list, previewed entries included:
SMILES	LAP4-GFP MLPCN	RPL19A-GFP yeast	JMJD2C inh	AHR act	procasp3 activ	CR mimetic SO	procasp7 counter	MEP2 TOR yeast
CC(C)n1c(=S)[nH]c2cc(Cl)ccc21	113	102	0	1	-5	80	-9	101
CN(C)C/C(Cl)=C(\Cl)c1ccccc1	140	101	11	-1	-6	92	-1	100
FC(F)(F)c1cccc(Cc2noc(CN3CCSCC3)n2)c1	102	99	-3	2	10	101	1	96
O=C(OCCc1cc2ccccc2c(=O)o1)c1cccs1	108	70	-3	0	0	87	3	118
COc1cccc(C(=O)NC(=S)Nc2ccc(N(C)C)cc2)c1	98	90	-2	1	-6	114	-19	95
COc1ccc(C2c3c(noc3C)CC(C)(O)C2C(C)=O)cc1 (stereo not given)	110	99	10	0	-1	110	2	124
Cc1ccc(-n2nnnc2SCC(=O)Nc2cccc(NC(=O)c3ccco3)c2)cc1C	95	100	3&2	26	-8	104	-7	110
O=c1nc2n(c3cc(Cl)c(S(=O)(=O)N4CCOCC4)cc13)CCCCC2	99	95	27	-4	3	104	19	98
Nc1ncn(C(=O)c2ccco2)n1	102	96	-4	0	1	97	7	99
CC(C)(C)n1ncc2c(=O)n(Cc3ccc(Cl)c(Cl)c3)cnc21	101	100	4	3	-1	109	0	98
COc1ccc(C2CC(c3ccc(Cl)cc3)n3nc(N)nc3N2)cc1 (stereo not given)	106	99	11	3	2	99	-12	100
C/C(CC(=O)NC(C)C)=N\NC(=O)C(c1ccccc1)c1ccccc1	89	98	-3	1	6	71	5	94
CC(=O)Nc1ccc(NC(=O)c2ccc(CN3CCc4ccccc4C3)cc2)cc1	82	100	-9	7	1	102	4	98
COc1ccc(/C=C/c2c([N+](=O)[O-])c(=O)n(C)c(=O)n2C)cc1O	100	97	-1	5	-1	107	1	105
CC(C)(C)N(NC(=O)Nc1ccccc1)C(=O)c1ccccc1	92	105	3	0	6	92	-1	104
N#C/C(=C\C=C\c1ccccc1)C(=O)NCc1cccnc1	105	100	1	5	2	84	9	98
Cc1ccc(OCC(=O)N2CC(C)OC(C)C2)c([N+](=O)[O-])n1 (stereo not given)	98	103	-29	1	-4	99	2	103
O=C(CSc1nc2sc3c(c2c(=O)[nH]1)CCCC3)NCCO	93	100	-3	18	0	95	-3	104
Cc1cccc(C)c1-n1c(C)cc(/C=N/NC(=O)CSc2ncccn2)c1C	87	100	4	-1	-1	104	-3	102
CCOc1cc(/C=C(\C#N)C(=O)Nc2cccc(C(=O)O)c2)ccc1OCc1ccccc1Cl	88	95	28	1	9	101	4	111
CN(C)/N=C/c1ccc(N2CCOCC2)cc1	89	102	-15	13	5	106	-4	97
CCOc1cc(/C=C2\SC(=NC)N(C)C2=O)cc(Cl)c1OC(C)=O	83	105	-12	3	12	116	3	102
COC(CC(=O)NNC(=S)Nc1ccccc1)OC	91	104	8	2	-3	95	-9	101
CCOC(=O)c1c(S(=O)(=O)NCC(=O)Nc2cccc(C)n2)c(C)n(C)c1C	99	101	14	2	-2	109	15	112
Cc1ccc(SCC(=O)NCC2CCCO2)cc1 (stereo not given)	90	99	-3	5	9	102	5	87
COc1ccc(C2CC(=O)Oc3c(C(CCN4CCCCC4)c4ccc(N(C)C)cc4)c(OC)cc(OC)c32)cc1 (stereo not given)	.	.	-3	2	-2	.	4	.
CCCOc1ccc(C(=O)Nc2ccc(Cl)cn2)cc1	110	101	-4	-12	1	102	0	107
Cc1ccccc1NC(=S)N1CCN(C(=O)c2ccco2)CC1	95	102	3	-4	5	80	-10	96
Cc1ccc(NC(=O)CSCc2cc(=O)n3ccsc3n2)cc1	103	100	2	4	4	96	-1	103
COc1ccccc1C(=O)Nc1ncc2c(n1)CC(c1ccco1)CC2=O (stereo not given)	97	95	6	1	5	105	-4	98
O=C(CCC1CCCN(C(=O)CC2=CCCCC2)C1)N1CCN(c2ccccn2)CC1 (stereo not given)	99	97	-2	0	-7	106	-8	94
N#Cc1ccc(OCC(=O)OCC(=O)Nc2ccc(N3CCOCC3)cc2)cc1	103	101	-2	-2	-5	90	2	102
O=C(CSc1nc2ccccc2c2nc3ccccc3n12)NCc1ccco1	106	100	i	80*	-10	113	-14	93
COc1ccc2oc(=O)c(C(=O)C[n+]3cccc(C)c3)cc2c1	92	96	-1	-2	-6	106	-3	101
N#Cc1c(NC(=O)C2CC(Cl)=CCC2C(=O)O)sc2c1CCCCC2 (stereo not given)	93	94	8	2	-16	110	-13	89
COc1ccc(S(=O)(=O)Nc2ccc(OCC(=O)O)cc2)c2ccccc12	102	103	1	0	5	95	-5	109
CN(C)S(=O)(=O)c1cccc(NC(=O)c2cc(-c3cccs3)nn2-c2cccc(Cl)c2)c1	95	105	-2	6	-2	118	16	103
Cc1nc2nc(-c3ccccc3)cc(=O)n2[nH]1	102	97	-4	10	-3	101	12	98
CC(C)(C)NC(=O)Cn1nnc(-c2ccc(OCc3c(F)cccc3Cl)cc2)n1	92	104	5	-5	3	90	-2	110
CCCCCCCn1ccc(O)c(CC(=O)OC)c1=O	101	99	-4	-1	0	100	9	95
NC(=O)c1nsc(C(=O)N(c2ccccc2F)C(C(=O)NCc2ccc(F)cc2)c2ccc(O)cc2)c1N (stereo not given)	103	105	11	1	-26	85	28*	105
Cc1ccccc1NC(=O)CCC(=O)N/N=C/c1ccncc1	105	95	3	3	4	106	-1	93
COCCn1c(-c2ccc(SC)cc2)nc2c1c(=O)[nH]c(=O)n2CC(C)C	87	100	-5	3	-2	94	3	97
Nc1nnc(CCS(=O)(=O)c2ccc(Br)cc2)s1	95	100	10	14	-32	91	9	99
O=C(CNC(=O)c1cccc(F)c1)N/N=C/c1cccnc1	93	94	-2	1	2	109	11	95
CC(C)(C)c1cc(=O)n2[nH]c(N)nc2n1	90	97	19	-1	4	104	-6	89
CCCCCCN=CC1=C(O)C(C(=O)OC)C(C)(C)CC1=O (stereo not given)	97	100	9	8	0	106	6	101
N=c1c(S(=O)(=O)c2ccccc2)cc2c(=O)n3ccccc3nc2n1Cc1cccnc1	110	96	-6	4	-17	110	-8	99
CCOC(=O)C1CCN(S(=O)(=O)c2c(Cl)ccc3nonc23)CC1	151*	105	-6	3	3	113	-9	114
CCCOc1ccc(C2/C(=C(/O)c3ccccc3)C(=O)C(=O)N2CCCN(C)C)cc1OC (stereo not given)	105	103	.	2	-4	86	-23	113
Cc1ccc(NC(=O)c2cc(NC(=O)CCC(=O)O)ccc2N2CCCCC2)cc1	95	99	-2	1	0	103	8	98
CC(=O)Nc1ccc(S(=O)(=O)NNC(=O)COc2ccc(Cl)cc2Cl)cc1	99	101	1	5	-9	109	4	101
CCSc1nnc(NC(=O)C(C(F)(F)F)C(F)(F)F)s1	95	99	-2	2	0	135	-1	91
O=C(N/N=C/c1c(O)ccc2ccccc12)c1ccc(CO)nc1	105	100	4	23	4	102	-3	108
Cc1ccc(C(C)C)c(OCc2nn(CC(=O)c3ccc(Cl)cc3)c3[n+]2CCCCC3)c1	94	106	6	0	2	101	2	106
COc1ccc(C)cc1S(=O)(=O)N1CCN(C)CC1c1ccccc1 (stereo not given)	92	91	-7	-1	4	116	-2	91
CCc1cc(C)c(O)c(CC)n1	103	103	18	3	4	104	3	101
Cc1cc([N+](=O)[O-])nn1CCCC(=O)Nc1ccc(Cl)cc1Cl	112	98	-12	-3	3	103	2	101
CC(C)(CC(=O)O)CC(=O)N1CCCN(c2nccc(C(F)(F)F)n2)CC1	103	97	-20	0	-5	131	-7	98
CCOC(=O)CC[C@H](NC(=O)Cn1cnc2c(SC)nc(N)nc21)C(=O)OCC	90	94	-58	0	5	100	11	95

New compounds follow.
SMILES	LAP4-GFP MLPCN	RPL19A-GFP yeast	JMJD2C inh	AHR act	procasp3 activ	CR mimetic SO	procasp7 counter	MEP2 TOR yeast
COc1cccc(NC(=O)CN(C)C(=O)/C=C/c2cn(-c3ccccc3)nc2-c2ccc(C)cc2)c1	107	96	-12	-3	-1	89	9	94
CCCc1cc(NCCCn2ccnc2)n2nc(C)c(-c3ccccc3)c2n1	104	96	9	63*	-9	113	-3	97
Brc1c(-c2ccc3c(c2)OCO3)nc2ncccn12	110	108	-1	101*	-5	105	9	98
C=CCSC1=C(C#N)C(c2ccccc2OCC)C(C#N)C(=O)N1 (stereo not given)	91	99	2	1	-8	136	-21	103
O=C(CN1C(=O)NC2(CCCC2)C1=O)Nc1ccc(F)c(F)c1F	97	93	9	-1	1	102	10	102
CC(C)(C)NC(=O)C(=O)NN=C1CCCCCC1	94	97	-4	4	8	115	5	97
Cc1nn(C(C)C(=O)NC2CCCCC2)c(=O)c2nn(-c3ccccc3)c(C)c12 (stereo not given)	86	90	-2	0	3	107	2	98
N#CC1=C(N)c2ccccc2CC12CCCCC2	106	101	19	5	5	127	7	100
CS(=O)(=O)N1CCC(Oc2ccccc2C(=O)N2CCCCC2CO)CC1 (stereo not given)	104	102	2	1	-9	107	7	100
O=C(NCCc1ccccc1)C(=O)NCC1CCCN1S(=O)(=O)c1ccccc1 (stereo not given)	99	90	18	-2	-2	110	9	89
COc1ccc2cc3cc(C(=O)NCC4COc5ccccc5O4)oc3nc2c1 (stereo not given)	103	104	-4	4	-3	100	7	95
Nc1nc(-c2ccc3ccccc3c2)c(C2(O)C(=O)Nc3c(Br)cc(F)cc32)s1 (stereo not given)	117	107	2	10	4	98	1	105
CCOC(=O)c1c(-c2ccccc2)oc2ccc(OC(C)=O)cc12	105	96	-18	1	0	109	5	99
CC(=O)Nc1ccc(S(=O)(=O)NCCSCc2ccccc2Cl)cc1	101	102	10	-2	0	118	5	108
Oc1ccccc1C=NCC(O)c1ccccc1 (stereo not given)	90	102	-2	1	-4	98	-5	101
Cc1ccc(CNC(=O)CSc2nc3ccccc3c(=O)n2CC2CCCO2)cc1 (stereo not given)	91	98	6	2	1	88	0	94
O=C(N/C(=C/c1ccccc1Cl)C(=O)N1CCCC1)c1ccccc1	98	94	-13	13	5	93	12	97
Cc1c(CCC(=O)N[C@@H](C)C(=O)O)c(=O)oc2cc3occ(-c4ccccc4)c3cc12	100	105	11	0	14	91	9	105
CSc1ccc(Cl)c(C(=O)OCC(=O)N(C)CCC#N)c1	90	93	-16	2	-1	114	6	90

Outcome played no part in choosing rows; about 3.8% have a hit in one of these screens.
